ARFGAP1 inh = rat ARFGAP1 inhibition; Q62848; Arfgap1-stimulated ARF1 GTP hydrolysis, GDP FP detection; inhibition, % at 16.5 µM; 360,000 compounds, 0.26% hits;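 active = inhibition above a per-plate limit, mean inhibition of low control wells plus 3 SD, cut at about 25% in these data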;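 note: 0% = DMSO wells with enzyme and 100% = wells lacking Arfgap1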
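Replicates: Single well per compound | Assay system: Truncated rat Arfgap1 GAP domain | Control set: No-Arfgap1 wells (100%) versus DMSO full-reaction wells (0%) | Times: Enzyme reaction 120 min at 25 °C after 20 min preincubation | Reagent: Human ARF1(Δ1-17)-GTP substrate | Measured by: Tracer-displacement fluorescence polarization with EDTA stop, 620/688 nm | Measure: Percent inhibition of Arfgap1-stimulated GTP hydrolysis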
rCAG binder = molecules binding r(CAG) RNA repeats; r(CAG) RNA repeat, TO-PRO-1 dye displacement fluorescence; AID 651821; 370,000 compounds, 1.3% hits; inhibition, % at 3 µM;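 active = inhibition above the plate cutoff, the mean of all test compounds on that plate plus 3 SD, cut at about 35% in these data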;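 note: 0% = DMSO alone and 100% = 100 µM mitoxantrone as full dye displacement; higher means more dye released from RNA so lower well fluorescence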
GC-A act = GC-A (human) enzyme activation. activation, % at 10 µM. P16066. 370,000 compounds, 0.14% hits. HEK293 GC-A cells, cGMP TR-FRET, EC30 ANP; 0% at EC30 ANP, 100% saturating ANP; in the data active = activation above about 40%
PG9 Ab binder = small molecules binding HIV-1 gp120 antibody PG9; 360,000 compounds, 0.43% hits; inhibition, % at 6.7 µM; TR-FRET gp120-PG9 antibody binding; AID 624416; in the data active = inhibition above about 8.5%
Rev-erbA mod = Rev-erb alpha (human) modulation | AID 1259318 | Rev-erbα–FITC-DNA binding, fluorescence polarization, 90 min | activity, % at 10 µM | 370,000 compounds, 0.79% hits;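 active = activity above about 14%, limit read from the data; passing the limit was not always enough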;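 note: 0% = DMSO wells with 35 nM protein and 100% = DMSO wells with 750 nM protein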
ASAP1 GAP inh = inhibitors of human ASAP1 ArfGAP activity | Q9ULH1 | ASAP1-stimulated ARF1 GTP hydrolysis, GDP FP detection | inhibition, % at 16.5 µM | 360,000 compounds, 0.19% hits | AID 624377; in the data active = inhibition above about 25%;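 note: 0% = vehicle with enzyme and substrate and 100% = no enzyme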
HTRA1 inh = HTRA1 (human) protease inhibition | Q92743 | recombinant HTRA1, FP-rhodamine activity-based probe, fluorescence polarization | inhibition, % at 5.96 µM | 340,000 compounds, 0.5% hits; in the data active = inhibition above about 36%;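 note: 0% = enzyme with DMSO and 100% = wells lacking enzyme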
GC-B act = GC-B (human) receptor activation. P20594. HEK293-GC-B cells, CNP EC30, cGMP TR-FRET; 0% at EC30 CNP, 100% saturating CNP. activation, % at 10 µM. 370,000 compounds, 0.11% hits. AID 1920062;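 active = activation at 10 µM reaching about 35% in either raw or pattern-adjusted values, limit read from the data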
Target sequence (P20594 whole entry, looked up): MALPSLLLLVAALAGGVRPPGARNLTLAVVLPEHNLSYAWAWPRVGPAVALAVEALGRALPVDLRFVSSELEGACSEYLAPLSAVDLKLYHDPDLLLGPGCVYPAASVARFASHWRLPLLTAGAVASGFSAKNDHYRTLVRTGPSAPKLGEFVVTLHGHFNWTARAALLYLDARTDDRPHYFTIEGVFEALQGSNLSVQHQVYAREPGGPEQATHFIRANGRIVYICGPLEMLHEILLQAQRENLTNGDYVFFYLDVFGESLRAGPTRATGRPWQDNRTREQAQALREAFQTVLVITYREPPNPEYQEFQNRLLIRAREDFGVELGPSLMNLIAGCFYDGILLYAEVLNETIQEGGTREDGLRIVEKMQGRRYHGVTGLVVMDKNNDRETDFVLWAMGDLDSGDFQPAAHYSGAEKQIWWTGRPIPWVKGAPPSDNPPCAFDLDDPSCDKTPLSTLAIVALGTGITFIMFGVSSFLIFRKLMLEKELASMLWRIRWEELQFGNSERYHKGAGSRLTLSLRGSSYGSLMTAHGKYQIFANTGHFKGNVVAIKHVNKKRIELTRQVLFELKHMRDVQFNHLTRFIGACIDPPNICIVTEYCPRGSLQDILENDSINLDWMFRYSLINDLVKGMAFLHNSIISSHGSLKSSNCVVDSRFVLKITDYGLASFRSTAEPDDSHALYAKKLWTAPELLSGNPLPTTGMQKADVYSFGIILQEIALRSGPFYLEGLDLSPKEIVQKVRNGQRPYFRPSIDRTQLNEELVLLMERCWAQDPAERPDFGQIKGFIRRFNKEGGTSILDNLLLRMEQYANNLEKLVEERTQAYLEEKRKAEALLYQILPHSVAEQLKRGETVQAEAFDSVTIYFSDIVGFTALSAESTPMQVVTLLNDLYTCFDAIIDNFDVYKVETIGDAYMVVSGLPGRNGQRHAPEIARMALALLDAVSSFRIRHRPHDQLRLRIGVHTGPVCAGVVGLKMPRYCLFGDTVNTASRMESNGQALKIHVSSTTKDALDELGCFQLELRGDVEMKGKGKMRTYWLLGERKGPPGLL
mABHD4 FP = inhibitors of mouse ABHD4. AID 720543. Q8VD66. inhibition, % at 8.92 µM. 370,000 compounds, 0.54% hits. purified mABHD4, FP-Rh probe fluorescence polarization;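 active = inhibition exceeding the mean over every tested compound plus 3 SD, cut at about 30% in these data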;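 note: 0% = plate median of compound wells and 100% = S159A mutant with DMSO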
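Material: mouse ABHD4 enzyme, wild type; Benchmarks: S159A mutant high control, sample median low control; Buffer or medium: HEPES pH 7.0, NaCl, Pluronic buffer; Signal: fluorescence polarization; Read-out: percent inhibition of probe binding, normalized to plate controls; Timing: pre-incubation 45 min, probe exposure 60 min, at 25 °C; Dosing: 8.92 µM, single dose.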
SMARCA2 act = activators of SMARCA2 function; MG213 cells, MMTV-luciferase reporter, dexamethasone, overnight; activation, % at 9.1 µM; 370,000 compounds, 1% hits; AID 652017; in the data active = activation above about 7.8%;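 note: 0% = vehicle wells and 100% = reference activator wells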
Starred values were filed as active, the others as inactive; · = not tested or not shown. Hits appear at their usual frequency. Share with any hit: about 4.4%.

SMILES	ARFGAP1 inh	rCAG binder	GC-A act	PG9 Ab binder	Rev-erbA mod	ASAP1 GAP inh	HTRA1 inh	GC-B act	mABHD4 FP	SMARCA2 act
CCc1ccc(N2CN(CCc3ccccc3)CNC2=S)cc1	-0.7	-7.5	0.1	-0.7	-1.7	4.8	·	-7.5	1.4	-3.2
C=CCn1c(SCc2nc3sc(C(=O)O)c(C)c3c(=O)[nH]2)nnc1-c1ccc(F)cc1	2.9	6.4	1.1	0.3	0.7	-4.8	-0.3	3.2	-6.8	-1.4
CCN(CC)C(=O)COc1ccc(/C(C)=N/Nc2ncc(Cl)cc2Cl)cc1	2.7	-3.0	1.8	-1.2	1.4	-7.5	6.5	6.3	16.8	-1.2
COC(=O)c1ccc(Cn2c(O)c(N=NC(N)=S)c3ccccc32)o1	-5.0	10.9	-7.8	-3.3	-3.7	-1.9	3.9	-4.9	7.2	2.3
Cc1nnsc1C(=O)N1CCCC(C)(C(=O)NS(=O)(=O)C2CC2)C1 (configuration not stated)	-5.2	2.0	0.1	-0.8	2.9	-4.2	·	-3.9	0.0	-2.7
CCOc1ccc2[nH]c(=O)c(C(c3nnnn3C3CCCCC3)N3CCN(C)CC3)cc2c1 (configuration not stated)	9.5	-5.6	5.0	1.7	-2.8	-8.4	0.8	2.6	0.7	-4.7
C/C(=N\OCC(=O)Nc1ccc(F)c(F)c1F)c1cc2ccccc2o1	-11.7	-5.5	0.3	-1.6	3.1	4.1	-15.3	1.8	-4.1	-1.2
CCCCCCC12Cc3cc(OC)c(OC)cc3C(O1)C1=C(O2)C(C)(C)CCC1=O (configuration not stated)	-0.7	5.7	-2.0	-0.6	-2.2	-6.0	·	0.9	8.8	-5.0
NC(=S)N/N=C1\CCSc2ccc(Cl)cc21	-3.0	-0.4	15.8	0.8	2.4	5.6	·	6.8	-8.5	-6.4
O=S(=O)(Nc1ccc(O)c2ccccc12)c1ccc(F)cc1	-3.1	18.2	1.6	-2.1	-5.1	-13.2	3.1	-0.4	25.2	-3.0
O=C(NCCCNc1ccc(C(F)(F)F)cc1[N+](=O)[O-])c1ccc(F)cc1	4.2	0.7	-3.6	-3.2	-4.0	-9.9	-12.3	-0.7	-9.2	0.6
COC(=O)c1cc2occc2n1CC(=O)Nc1ccc(OC)c(OC)c1OC	0.1	-1.1	-6.7	-0.1	2.4	1.9	-3.9	-6.4	6.0	-0.3
CC(C)(C)NC(=O)C(c1ccc(F)cc1)N(Cc1ccco1)C(=O)c1csnn1 (configuration not stated)	2.9	-6.0	-5.5	0.5	4.4	7.0	8.4	0.0	0.5	-0.2
CCc1ccc(NC(=O)COC(=O)CN2C(=O)COc3ccccc32)cc1	11.8	2.3	2.5	0.0	0.2	10.0	6.4	-0.7	-5.8	-1.0
CCCn1c(C)cc(C(=O)Cn2nnc3ccccc3c2=O)c1C	0.0	-5.3	2.3	-2.2	2.8	10.0	-4.4	1.6	-3.8	9.1*
Cc1ccc(S(=O)(=O)N(c2nc(NC(C)C)nc(NC(C)C)n2)n2cnnc2)cc1	4.1	-5.1	-5.1	1.4	-3.9	-3.8	-7.4	-1.3	-1.9	-0.6
Clc1cccc(Nc2c3c(nc4ncnn24)CCC3)c1	5.5	-4.8	9.3	1.5	-2.2	-0.5	1.9	7.0	-2.7	-2.9
CC(C)Cc1nc2n[nH]c(N)c2c2c1CCCC2	4.2	-2.2	0.6	1.1	-5.0	-16.6	7.7	-2.4	-14.2	0.1
Cc1ccc(-n2nnnc2SCC(=O)Nc2c(C)n(C)n(-c3ccccc3)c2=O)cc1	-2.8	-3.1	-1.0	-2.3	-1.0	4.4	2.3	0.2	2.8	3.3
O=C(CN1CCN(c2cccc(C(F)(F)F)c2)CC1)N(C1CCCC1)C1CCS(=O)(=O)C1 (configuration not stated)	-2.6	-2.5	2.3	-0.8	-3.3	9.1	3.8	1.4	3.9	5.5

Taken from above:
In ARFGAP1 inh, CCc1ccc(N2CN(CCc3ccccc3)CNC2=S)cc1 has -0.7
In SMARCA2 act, Cc1ccc(S(=O)(=O)N(c2nc(NC(C)C)nc(NC(C)C)n2)n2cnnc2)cc1 has -0.6
In GC-B act, C/C(=N\OCC(=O)Nc1ccc(F)c(F)c1F)c1cc2ccccc2o1 has 1.8
In rCAG binder, CC(C)Cc1nc2n[nH]c(N)c2c2c1CCCC2 has -2.2

Remaining list, next part.
SMILES	ARFGAP1 inh	rCAG binder	GC-A act	PG9 Ab binder	Rev-erbA mod	ASAP1 GAP inh	HTRA1 inh	GC-B act	mABHD4 FP	SMARCA2 act
Cc1cccc(-n2cc(-c3ccccc3)[nH]c2=S)c1	5.1	4.5	0.1	-0.9	-2.9	-7.6	2.9	-0.6	5.7	2.4
CCOC(=O)N(C)c1c(CC)nc2c(OCc3ccc(OC(F)F)cc3)cccn12	-5.6	-1.1	8.5	0.6	-4.6	-1.5	·	9.4	-0.2	-2.1
COc1ccccc1OCCNc1cc(N2CCOCC2)ccc1[N+](=O)[O-]	-10.4	-3.6	6.7	-0.2	2.5	7.0	-3.7	3.4	-2.2	-2.8
C=C(C)CSc1nnc([C@H](CCSC)NC(=O)OC(C)(C)C)o1	0.4	-11.8	1.6	-0.9	-0.9	-9.1	11.0	-2.9	5.5	1.9
CCN1C(=O)CC(N2CCN(c3cccc(OC)c3)CC2)C1=O (configuration not stated)	-5.2	0.9	2.8	0.9	1.9	-0.1	4.2	-4.3	2.1	1.4
COc1ccc(Nc2nc(OC)nc(N3CCN(c4ccc(OC)cc4)CC3)n2)cc1	-2.1	0.7	1.6	0.3	5.7	3.7	3.4	0.7	2.9	-0.2
Cc1nc(-c2ccc3c(c2)CCC(=O)N3)cs1	10.9	13.6	5.7	-3.3	-1.3	11.2	5.4	7.3	-1.9	4.0
COc1ccc(-c2noc(CN(C)Cc3ccccc3)n2)c(OC)c1OC	-14.2	-11.7	-1.0	0.7	4.7	-10.8	0.5	6.4	-0.8	0.2
CCn1c(-c2cccn(Cc3ccc(Cl)cc3Cl)c2=O)n[nH]c1=S	1.5	4.9	-2.8	0.8	-4.2	-2.6	-0.9	0.5	-13.7	-3.3
CCC(C)(C)C1CCC(=NNS(=O)(=O)c2ccc(C)c([N+](=O)[O-])c2)CC1 (configuration not stated)	-2.2	6.9	2.4	-2.1	2.9	-9.2	1.8	5.2	3.0	-2.1
O=S1(=O)N[C@H](Cc2ccccc2)COc2cccc(N3CCN(Cc4ccccc4F)CC3)c21	6.3	3.5	0.2	-1.5	5.2	14.4	·	-9.9	-1.3	0.3
COc1ccc([C@@H]2CC=C(C(=O)O)[C@H](c3ccccc3F)N2S(=O)(=O)c2ccccc2C)cc1	-6.2	41.3*	-0.1	-1.4	-1.1	-2.8	3.1	-2.8	9.2	0.1
COc1ccc(C2C(C(C)=O)=C(O)C(=O)N2Cc2cccnc2)cc1 (configuration not stated)	4.8	-3.6	3.5	2.3	-3.3	6.0	7.2	1.6	1.3	1.4
O=C(O)CC12CC3CC(C1)CC(n1ncc(NCc4ccccc4Cl)c(Cl)c1=O)(C3)C2	7.0	3.3	3.7	0.4	-4.9	-6.5	-0.4	2.2	5.8	2.2
C(#CCN1CCOCC1)CCCN1CCOCC1	-0.9	0.2	0.9	-1.7	0.1	-3.0	3.4	0.9	-3.5	2.8
COc1ccc(Cl)cc1-c1nc(SCC(=O)N(C)C2CCS(=O)(=O)C2)n[nH]1 (configuration not stated)	-1.3	2.8	-5.9	1.5	-1.7	1.0	-1.1	0.5	-9.0	-5.1
Cc1ccc(OCC(=O)NS(=O)(=O)c2ccccc2)cc1	-2.2	3.3	-1.0	-0.3	-3.7	-13.6	3.4	1.2	1.1	-3.5
C[C@H]1CN([C@@H](C)CO)S(=O)(=O)c2ccc(Br)cc2O[C@@H]1CN(C)C(=O)C1CCOCC1	0.5	-0.6	3.3	-1.8	-0.1	-8.3	-4.4	0.8	-3.7	-3.2
N#CCCn1cc(C(=O)Nc2ccccc2Br)c(-c2cccs2)n1	-9.7	-1.3	0.2	-2.1	-0.6	-4.8	-12.1	-1.0	-1.4	0.7
CC(=O)c1cccc(NC(=O)c2sc3nc4n(c(=O)c3c2C)CCCCC4)c1	4.6	-4.6	5.9	-2.6	-1.1	-18.8	-11.3	0.7	1.9	-0.9

Full records, looked up by structure. Order of screens: ARFGAP1 inh, rCAG binder, GC-A act, PG9 Ab binder, Rev-erbA mod, ASAP1 GAP inh, HTRA1 inh, GC-B act, mABHD4 FP, SMARCA2 act
Record of C=C(C)CSc1nnc([C@H](CCSC)NC(=O)OC(C)(C)C)o1 : 0.4, -11.8, 1.6, -0.9, -0.9, -9.1, 11.0, -2.9, 5.5, 1.9
Record of Cc1cccc(-n2cc(-c3ccccc3)[nH]c2=S)c1 : 5.1, 4.5, 0.1, -0.9, -2.9, -7.6, 2.9, -0.6, 5.7, 2.4

Further entries follow.
SMILES	ARFGAP1 inh	rCAG binder	GC-A act	PG9 Ab binder	Rev-erbA mod	ASAP1 GAP inh	HTRA1 inh	GC-B act	mABHD4 FP	SMARCA2 act
O=C(Nc1cc(Sc2nc3ccccc3s2)cc([N+](=O)[O-])c1)c1ccccc1F	1.5	5.4	6.7	-1.6	2.1	8.6	-35.5	-0.5	-9.7	-0.9
Cc1ccc(/C=C/C(=O)NCCCN2CCN(CCCNC(=O)/C=C/c3ccc(C)o3)CC2)o1	10.9	0.2	-1.1	-0.4	-2.2	-0.5	3.0	5.1	0.0	-0.1
O=C(Cc1ccc(Cl)cc1)Nc1ccccc1N1CCN(C(=O)c2ccccc2)CC1	17.4	-7.4	-4.1	-1.2	-5.0	3.9	-11.8	-2.5	-6.5	-1.2
CCC(C)(C)NC(=O)C(c1cccnc1)N(C(=O)c1csnn1)c1ccccc1 (configuration not stated)	3.8	-5.6	0.4	-0.1	-2.8	5.9	-1.8	2.2	-0.6	-0.6
CCc1ccccc1NC(=S)N(CCOC)C(C)c1ccco1 (configuration not stated)	-1.7	-1.1	-0.4	-1.8	-1.1	12.2	6.8	-0.1	0.3	-0.3
Cc1ccc2nc(NC(=O)CCCc3nc4ccccc4s3)sc2c1	-2.1	3.0	-0.4	0.8	3.0	8.9	-30.1	-18.2	-4.7	-0.7
CN1CCc2nc(SC(C(=O)O)c3ccccc3)c(C#N)c(-c3cccs3)c2C1 (configuration not stated)	-6.0	21.1	5.5	1.9	-2.5	9.4	21.4	-0.7	11.9	-2.9
Cc1cc(=O)[nH]c(SCC(=O)N2CC3(C)CC2CC(C)(C)C3)n1 (configuration not stated)	10.9	1.5	2.0	-1.5	-2.6	-10.8	2.9	2.1	-4.6	-1.8
O=C(c1cnn(C(=O)c2ccccc2F)c1)c1ccccc1O	5.0	1.3	2.1	-1.1	-1.2	4.0	6.3	-3.7	0.1	3.1
Cc1ccc(NC(=O)C(C)OC(=O)c2nc(Cl)ccc2Cl)cc1S(=O)(=O)N1CCOCC1 (configuration not stated)	7.7	18.7	2.2	-2.0	-1.0	10.9	-4.7	-3.2	-5.7	-0.5
COCCN1CN(S(=O)(=O)c2ccccc2)c2nc3ccccc3nc21	-2.3	1.2	-0.3	1.5	-0.4	-3.8	16.0	-4.6	4.1	-3.6
CCn1c(=O)cc(OCC(=O)Nc2ccccc2N2CCN(C)CC2)c2ccccc21	-3.3	0.3	7.4	-0.5	2.6	18.7	5.7	3.1	3.4	-0.3

Source: PubChem BioAssay (several laboratories)
